# Peg3 promoter: Peg3 promoter activity inhibition. AID 588405. 360,000 compounds, 1.7% hits. inhibition, % at 20 µM. HeLa PEG-Prom luciferase reporter, luminescence, overnight;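 active = inhibition of at least 50% at 20 µM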
# KKLEB tox: counter-screen for CF NF-kB inhibitors: cytotoxicity; KKLEB CF airway cells viability, ATPlite luminescence, overnight; active compounds read low; cells stimulated with P. aeruginosa culture filtrate; activity change (cytotoxicity), % at 5 µM; 360,000 compounds, 0.36% hits; AID 602141;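 active = corrected activity change at or below -50% at 5 µM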
# NR2E3 ag-1: NR2E3 (human) agonism; Q9Y5X4; GST-NR2E3/biotin-RetCOR TR-FRET, 1536-well; inhibition of corepressor binding, % at 4.78 µM; 320,000 compounds, 0.12% hits; AID 2300;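 active = percent inhibition above the cutoff of mean plus 3 SD of all tested compounds, set per screening campaign, cut at about 20% in these data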;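 note: 0% = DMSO wells and 100% = biotin wells as full block of FRET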
# Target sequence (Q9Y5X4 whole entry, looked up): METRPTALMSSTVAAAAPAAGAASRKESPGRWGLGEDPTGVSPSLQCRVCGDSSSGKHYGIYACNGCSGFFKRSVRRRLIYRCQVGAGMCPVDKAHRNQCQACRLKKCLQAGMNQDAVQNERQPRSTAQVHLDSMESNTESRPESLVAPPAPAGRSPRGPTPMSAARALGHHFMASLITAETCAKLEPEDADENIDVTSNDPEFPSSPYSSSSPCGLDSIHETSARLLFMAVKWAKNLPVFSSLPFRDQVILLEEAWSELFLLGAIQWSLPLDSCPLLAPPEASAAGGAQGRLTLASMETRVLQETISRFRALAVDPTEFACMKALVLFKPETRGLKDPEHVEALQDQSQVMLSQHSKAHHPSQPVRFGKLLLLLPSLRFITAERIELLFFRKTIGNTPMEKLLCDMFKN
#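 Assay system: NR2E3–RetCOR corepressor complex. Quantity: 1.35 nM GST-NR2E3. Buffer or medium: pH 7.5 Tris-based buffer. Reagent: biotinylated RetCOR corepressor at 7 nM final. Schedule: 5 h at 4 °C. Detection: TR-FRET, emission read at 617 and 671 nm. Replicates: one well per compound, singlicate testing.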
# NR2E3 ag-2: agonists of human NR2E3 nuclear receptor | Q9Y5X4 | CHO-S Gal4-NCOR/VP16-NR2E3 two-hybrid, luciferase | inhibition of corepressor binding, % at 3.98 µM | 360,000 compounds, 0.35% hits | AID 602229;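 active = inhibition above the mean of all tested compounds plus 3 SD, cut at about 70% in these data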;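 note: 0% = DMSO with NR2E3 transfected cells and 100% = cells lacking NR2E3 construct; higher means lower luciferase signal from less NR2E3 corepressor binding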
# TWEAK Fn14 block: blocks TWEAK-Fn14 interaction in a reporter cell assay | TWEAK-stimulated Fn14 reporter cells, luciferase luminescence, 8 h | inhibition, % at 10 µM | 360,000 compounds, 2% hits; in the data active = inhibition above about 50%
# CF NFkB inh: cystic fibrosis NF-kB activation inhibition | KKLEB NF-kB-GFP reporter, PAF-induced, GFP fluorescence overnight | inhibition, % at 5 µM | 360,000 compounds, 0.86% hits;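 active = at least 50% inhibition at 5 µM, scaled per plate between neutral and stimulator controls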;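 note: PAF is a Pseudomonas aeruginosa culture filtrate used as stimulus; plate controls were PAF-stimulated DMSO wells for no effect and unstimulated DMSO wells for full effect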
# TRAIL sens C8: caspase-8 TRAIL sensitization; AID 624354; NB7+C8 cells + TRAIL, ATPlite viability luminescence; inhibition (viability loss, TRAIL sensitization), % at 10 µM; 360,000 compounds, 1% hits;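 active = compounds causing at least 50% loss of cell viability in the single-dose screen, relative to plate controls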
# TROY signal inh: blocks TROY-dependent signaling in reporter cells | 360,000 compounds, 0.98% hits | inhibition, % at 10 µM | Q293 LMP1-TROYcd NF-kB luciferase reporter, 4 h;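 active = compounds whose plate-normalised and pattern-corrected inhibition of the luciferase reporter signal at the single screening dose is 50% or more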
# TRPM1 prom inh: MITF TRPM1 promoter inhibition in SK-MEL-5 cells. SK-MEL-5 TRPM1 promoter luciferase, 24 h. inhibition, % at 12.5 µM. 330,000 compounds, 0.83% hits. AID 488899;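 active = mean inhibition across replicates of 60% or more, whatever share of single replicates reaches that level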; note: values of inactives mirror those of a sister screen read the other way
# Shn3 3UTR inh: Schnurri-3 reporter inhibition in Clone20 osteoblasts; Clone20 osteoblast Shn3 3'UTR firefly luciferase, 24 h; inhibition, % at 12.5 µM; 360,000 compounds, 0.52% hits;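 active = mean inhibition of at least 75% with every replicate also reaching 75%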;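 note: 0% = median of neutral control wells and 100% = pilot-screen positive control compound; some compounds past the cut are filed as inactive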
# HIF-2a block: blocks HIF-2a reporter activity; 360,000 compounds, 0.72% hits; 786-0 RCC cells HIF-2a reporter, luciferase luminescence, overnight; inhibition, % at 18.8 µM;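 active = inhibition of the luminescence signal of 40% or more relative to plate controls, in a single-dose primary screen at 18.75 µM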
# * marks the source's active call; other numbers are inactive results; x = not tested or not shown.
# Keys: A = Peg3 promoter; B = KKLEB tox; C = NR2E3 ag-1; D = NR2E3 ag-2; E = TWEAK Fn14 block; F = CF NFkB inh; G = TRAIL sens C8; H = TROY signal inh; I = TRPM1 prom inh; J = Shn3 3UTR inh; K = HIF-2a block
> Cc1ccc2nc(N3CCN(C(=O)c4ccco4)CC3)c3nncn3c2c1
  A: -108	B: 13	C: 0	D: -15	E: -10	F: -48	G: -23	H: -10	I: -54	J: -22	K: -112

> CCOCCCNC(=O)c1cc(Sc2nnc(C)s2)nc2ccccc12
  A: 7	B: -1	C: -2	D: -16	E: -6	F: 8	G: -6	H: -13	I: 16	J: 9	K: 12

> N#Cc1c(-c2ccccc2)nc(SCC(=O)Nc2ccc(OC(F)(F)Cl)cc2)[nH]c1=O
  A: -6	B: 10	C: 13	D: -19	E: 1	F: 9	G: 10	H: 24	I: 9	J: -3	K: 17

> CC1(NC(=O)C2CCN(C(=O)Nc3ccccc3)CC2)CCS(=O)(=O)C1 (stereo not drawn)
  A: 5	B: 4	C: 3	D: 11	E: 6	F: -14	G: -9	H: -3	I: 4	J: -18	K: -3

> Cc1cccc(Nc2cc(=O)n(C)c(=O)n2C)c1
  A: 6	B: -4	C: x	D: 2	E: -3	F: -17	G: -24	H: -4	I: x	J: -3	K: 7

> C=CCn1c(O)c2ccc(C(=O)N=NC(=O)COc3ccc(OC)cc3)cc2c1O
  A: 8	B: 1	C: 1	D: -13	E: 7	F: 14	G: -4	H: -1	I: 4	J: -1	K: 11

> CC(C)(C)OC(=O)C[C@H]1C/C=C\C[C@H](CC(=O)N[C@H](CO)Cc2ccccc2)C(=O)N[C@H](C(C)(C)C)COC1=O
  A: 5	B: 9	C: x	D: -19	E: 10	F: -21	G: -1	H: -16	I: -9	J: 5	K: -1

> CCOc1ccc(S(=O)(=O)N2CCN(C(=O)c3cc([N+](=O)[O-])ccc3N3CCOCC3)CC2)cc1
  A: 3	B: 0	C: 5	D: -15	E: -2	F: -11	G: -1	H: 8	I: -8	J: -2	K: 5

> COc1ccccc1-n1c(SCC(=O)Nc2ccccc2C)nc(O)cc1=O
  A: 4	B: 6	C: 2	D: -12	E: 15	F: -2	G: -3	H: -18	I: -3	J: -6	K: 3

> CC1(C)Cc2nc3nc(SCC(=O)Nc4ccccc4)nc(N)c3cc2CO1
  A: -50	B: 7	C: -2	D: -36	E: -23	F: 2	G: 10	H: -3	I: -15	J: -10	K: -26

# Arranged by value in Shn3 3UTR inh (largest number first): some entries from above.
structure,Peg3 promoter,NR2E3 ag-1,NR2E3 ag-2,TWEAK Fn14 block,CF NFkB inh,TRPM1 prom inh,Shn3 3UTR inh,HIF-2a block
CC(C)(C)OC(=O)C[C@H]1C/C=C\C[C@H](CC(=O)N[C@H](CO)Cc2ccccc2)C(=O)N[C@H](C(C)(C)C)COC1=O,5,x,-19,10,-21,-9,5,-1
C=CCn1c(O)c2ccc(C(=O)N=NC(=O)COc3ccc(OC)cc3)cc2c1O,8,1,-13,7,14,4,-1,11
Cc1cccc(Nc2cc(=O)n(C)c(=O)n2C)c1,6,x,2,-3,-17,x,-3,7
CC1(C)Cc2nc3nc(SCC(=O)Nc4ccccc4)nc(N)c3cc2CO1,-50,-2,-36,-23,2,-15,-10,-26
CC1(NC(=O)C2CCN(C(=O)Nc3ccccc3)CC2)CCS(=O)(=O)C1 (stereo not drawn),5,3,11,6,-14,4,-18,-3

# Remaining list, next part.
# Keys: A = Peg3 promoter; B = KKLEB tox; C = NR2E3 ag-1; D = NR2E3 ag-2; E = TWEAK Fn14 block; F = CF NFkB inh; G = TRAIL sens C8; H = TROY signal inh; I = TRPM1 prom inh; J = Shn3 3UTR inh; K = HIF-2a block
> COCn1ccnc1C(O)(c1ccc(OC)cc1)c1ccc(OC)cc1
  A: -6	B: 3	C: -2	D: -26	E: -7	F: -17	G: -1	H: -5	I: 5	J: -17	K: 15

> CC1=C(C#N)C(/C=N/OCc2ccc(F)cc2Cl)CC(=O)N1 (stereo not drawn)
  A: 19	B: -2	C: -2	D: -24	E: 1	F: 19	G: 1	H: -8	I: 5	J: -1	K: 12

> COc1cccc(NC(=O)Cc2ccc(C)cc2)c1
  A: -43	B: -8	C: 1	D: -12	E: -8	F: 17	G: 32	H: -21	I: -28	J: -23	K: -83

> CS(=O)(=O)c1ccc2nc(N)sc2c1
  A: 0	B: -2	C: 2	D: 0	E: -14	F: 16	G: -19	H: -5	I: 6	J: -17	K: 2

> Cc1ccc(N2CCN(S(=O)(=O)c3ccc4c(c3)NC(=O)C(C)C(=O)N4)CC2C)cc1 (stereo not drawn)
  A: 11	B: 6	C: 1	D: 16	E: 5	F: -8	G: 8	H: -2	I: x	J: -23	K: 7

> CC(C)NC(=S)Nc1c(N)[nH]c(=O)[nH]c1=O
  A: 2	B: -2	C: 2	D: -25	E: 5	F: 8	G: -9	H: 2	I: 14	J: -3	K: 12

> COC(=O)[C@H]1C[C@H]1[C@@H](NC(=O)c1cccnc1)c1ccccc1
  A: 11	B: 0	C: 6	D: 5	E: -4	F: 3	G: -6	H: -20	I: -11	J: -1	K: 8

> CC(C)C[C@H](NC(=O)C1CCN(S(=O)(=O)c2ccccc2)CC1)C(=O)NCc1ccccn1
  A: 0	B: -14	C: -4	D: 6	E: 1	F: 2	G: -7	H: 11	I: 3	J: 9	K: 8

> Cc1ccc(NC(=S)N(Cc2cccs2)Cc2cc3cc(C)cc(C)c3[nH]c2=O)cc1
  A: 9	B: -13	C: -3	D: -5	E: -25	F: 13	G: 28	H: -8	I: -13	J: 12	K: 11

> COc1ccc(N2CCN(C(=S)Nc3cccc(C)c3C)CC2)cc1
  A: 21	B: -11	C: 3	D: -3	E: -21	F: -11	G: -6	H: 1	I: 2	J: -12	K: 15

> O=[N+]([O-])c1cccnc1SCc1ccccc1
  A: -76	B: 12	C: -1	D: -13	E: -22	F: -3	G: 5	H: -20	I: -55	J: -6	K: -83

> O=C1c2ccccc2C(=O)N1Cc1nc2ccccc2o1
  A: 7	B: -8	C: 2	D: -9	E: 10	F: 13	G: -14	H: 4	I: 18	J: -2	K: 13

# Looked up by structure from the entries so far:
# Keys: A = Peg3 promoter; B = KKLEB tox; C = NR2E3 ag-1; D = NR2E3 ag-2; E = TWEAK Fn14 block; F = CF NFkB inh; G = TRAIL sens C8; H = TROY signal inh; I = TRPM1 prom inh; J = Shn3 3UTR inh; K = HIF-2a block
> CC(C)NC(=S)Nc1c(N)[nH]c(=O)[nH]c1=O
  A: 2	B: -2	C: 2	D: -25	E: 5	F: 8	G: -9	H: 2	I: 14	J: -3	K: 12

> CC(C)C[C@H](NC(=O)C1CCN(S(=O)(=O)c2ccccc2)CC1)C(=O)NCc1ccccn1
  A: 0	B: -14	C: -4	D: 6	E: 1	F: 2	G: -7	H: 11	I: 3	J: 9	K: 8

> Cc1ccc(N2CCN(S(=O)(=O)c3ccc4c(c3)NC(=O)C(C)C(=O)N4)CC2C)cc1 (stereo not drawn)
  A: 11	B: 6	C: 1	D: 16	E: 5	F: -8	G: 8	H: -2	I: x	J: -23	K: 7

# Screening results as filed in PubChem.

# These rows are one share of the data, so the mix of outcomes need not match the whole.
